Rab9 prom act: activates the Rab9 promoter; Huh7 Rab9 promoter-luciferase reporter, luminescence, 24 h; Potency, µM (series often up to 9.22 µM), inactives show at the highest dose activation, negative = inhibition, most hits filed as activators; actives 2.8% (n = 320,000); AID 485297; also: potency is read from the fitted curve at half-maximal effect; % of control where 0% means no effect; nearly all actives have a fitted effect of over 60% in size
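Cells were plated at 1500 per well in reduced-serum medium with 10% FBS and left 2 h. Compound in DMSO was then added for 24 h at 37 °C. Reporter signal was read by luminescence after 10 min with luciferase detection reagent.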
RORg inh: inhibitors of mouse ROR gamma transcriptional activity. P51450. Drosophila S2 Gal4-RORgamma UAS-luciferase reporter, 20 h. Potency, µM (highest dose often 53.6 µM), inactives show at the highest dose activity change, negative = inhibition, usual class: inhibitors. actives 5.4% (n = 310,000); also: potency is read from the fitted curve at half-maximal effect; % is scaled to controls: 0 for no effect and ±100 for the full control effect; nearly all actives have a fitted effect of over 60% in size
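A Gal4/UAS one-hybrid system in insect cells: metallothionein-promoter Gal4–ROR gamma fusion plus Photinus luciferase reporter. Copper sulfate 700 uM final, 20 hr ambient incubation, luminescent detection after 10 min with reagent.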
PKM2 activator: activators of human pyruvate kinase M2. actives 0.34% (n = 260,000). Potency, µM (doses to about 57.5 µM), without a hit: top-dose activation, usual class: activators. P14618. purified PKM2, Kinase-Glo ATP luminescence, activation; response scale: 0% is enzyme alone, no compound; also: potency is read from the fitted curve at half-maximal effect; % is scaled to controls: 0 for no effect and ±100 for the full control effect; nearly all actives have a fitted effect of over 55% in size
Target sequence (P14618 whole entry, looked up): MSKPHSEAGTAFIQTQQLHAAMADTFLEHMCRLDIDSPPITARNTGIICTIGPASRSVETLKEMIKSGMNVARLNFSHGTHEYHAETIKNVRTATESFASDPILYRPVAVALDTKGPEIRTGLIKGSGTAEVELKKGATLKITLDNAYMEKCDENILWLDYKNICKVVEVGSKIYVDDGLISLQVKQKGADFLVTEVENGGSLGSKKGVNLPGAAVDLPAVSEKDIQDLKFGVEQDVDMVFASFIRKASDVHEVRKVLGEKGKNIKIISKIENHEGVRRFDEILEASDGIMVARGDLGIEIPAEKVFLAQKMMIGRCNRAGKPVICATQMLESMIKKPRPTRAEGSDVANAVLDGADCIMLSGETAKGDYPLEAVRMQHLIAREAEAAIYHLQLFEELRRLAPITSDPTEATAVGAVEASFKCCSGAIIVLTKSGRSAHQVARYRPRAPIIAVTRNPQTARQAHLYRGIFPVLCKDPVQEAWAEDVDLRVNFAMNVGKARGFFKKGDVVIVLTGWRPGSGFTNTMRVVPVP
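ATP formation by purified human PK-M2, quantified via coupled luciferase luminescence after 1 h at room temperature with 0.1 mM ADP and 0.5 mM PEP final.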
ELG1 genotox: inducers of genotoxicity in HEK293T ELG1-luciferase cells; AID 504466; HEK293T ELG1-luciferase reporter, luminescence, 16 h; actives 1.3% (n = 330,000); Potency, µM (titrated, usually from 46 µM), for the others: at the highest dose activity change, positive = activation, hits mostly activators; also: potency is read from the fitted curve at half-maximal effect; % of control where 0% means no effect; nearly all actives have a fitted effect of over 60% in size
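HEK293T cells expressing luciferase-tagged ELG1 were treated with compound or DMSO for 16 hr at 37°C. Luciferase activity was then read after 30 min with ONE-Glo at room temperature; rising signal flags genetic stress.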
NPC1 prom act: NPC1 promoter activation | Potency, µM (titrated, usually from 9.22 µM), without a hit: at the highest dose activation, usual class: activators | Huh7 NPC1 promoter luciferase reporter, 24 h | actives 2.4% (n = 320,000);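 also: potency is read from the fitted curve at half-maximal effect; % of control where 0% means no effect; nearly all actives have a fitted effect of over 60% in size; reporter is driven by a mutant NPC1 promoter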
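Compounds in DMSO were transferred onto Huh7 NPC1-luciferase reporter cells pre-incubated 2 h; after 24 h at 37 °C, Amplite reagent was dispensed and luminescence recorded 10 min later.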
p53 reactivator: re-activators of mutant p53. H1299 p53-A138V BP100-luciferase reporter, luminescence, 24 h. Potency, µM (highest dose often 92.2 µM), for inactives: top-dose activity change, positive = activation, actives largely listed as activators. actives 0.063% (n = 320,000); also: potency is read from the fitted curve at half-maximal effect; % of control where 0% means no effect; nearly all actives have a fitted effect of over 45% in size
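p53-null H1299 cells stably carrying temperature-sensitive p53-A138V and a BP100-luciferase reporter were pinned with compounds (4-point, 1:5 series) and held 24 hrs at 37 deg C. Luminescence was read 10 min after detection reagent.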
FLuc counter: counter-screen for miR-21 project: firefly luciferase inhibitors or activators. P08659. purified FLuc, Km substrates, luminescence inhibition. Potency, µM (titrated, usually from 57.5 µM), without a hit: at the highest dose activity change, negative = inhibition, most hits filed as inhibitors. actives 6.9% (n = 360,000). AID 588342;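 also: potency is read from the fitted curve at half-maximal effect; plate controls were vehicle for no effect and reference inhibitor for full effect; nearly all actives have a fitted effect of over 55% in size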
Target sequence (P08659 whole entry, looked up): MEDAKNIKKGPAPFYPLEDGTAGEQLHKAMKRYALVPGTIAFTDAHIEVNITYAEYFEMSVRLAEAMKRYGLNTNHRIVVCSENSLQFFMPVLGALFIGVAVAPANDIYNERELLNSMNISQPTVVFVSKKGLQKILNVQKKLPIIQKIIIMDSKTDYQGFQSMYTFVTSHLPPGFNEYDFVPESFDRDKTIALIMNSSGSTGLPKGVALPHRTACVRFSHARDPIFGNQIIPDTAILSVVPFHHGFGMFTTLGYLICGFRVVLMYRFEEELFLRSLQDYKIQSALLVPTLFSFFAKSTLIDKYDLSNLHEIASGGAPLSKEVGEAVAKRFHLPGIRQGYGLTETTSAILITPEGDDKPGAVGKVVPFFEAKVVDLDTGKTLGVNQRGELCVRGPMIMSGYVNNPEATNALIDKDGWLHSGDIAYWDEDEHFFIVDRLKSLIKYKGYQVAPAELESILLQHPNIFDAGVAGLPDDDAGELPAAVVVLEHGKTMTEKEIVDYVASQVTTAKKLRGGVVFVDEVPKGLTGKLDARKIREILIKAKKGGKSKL
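Biochemical qHTS of compounds, final roughly 60 µM downward over six points, against 10 nM purified firefly luciferase using Km concentrations of substrates (10 uM D-luciferin, 10 uM ATP) in Tris acetate pH 7.5 buffer; luminescence output.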
Menin-MLL TR inh: displaces Texas Red mutant MLL peptide from human menin. Potency, µM (top dose mostly 61.6 µM), without a hit: at the top dose FP activity change, negative = inhibition, actives largely listed as inhibitors. actives 0.23% (n = 270,000). AID 1768. Menin + Texas Red MLL mutant peptide, fluorescence polarization; active = well fitted inhibition curve with a large enough effect in the polarisation, with a control signal flat, not every such curve was filed as active; inconclusive = small, poorly fitted or top-dose-only effect, or effect the other way, or a change in a side signal; inactive = no such curve, though single readings can be large or run the other way; the % refers to the polarisation; also: potency is read from the fitted curve at half-maximal effect; % of control where 0% means no effect; many of its hits are not listed in these tables
Gal4-VP16 FLuc: inhibits Gal4-VP16 luciferase reporter, ROR gamma counter-screen | AID 2546 | Potency, µM (doses to about 53.6 µM), for inactives: at the top dose activity, negative = inhibition, most hits filed as inhibitors | actives 3.5% (n = 310,000) | Drosophila S2 Gal4-VP16 UAS-luciferase, luminescence, 20 h;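 also: Gal4-VP16 expression switched on by copper sulfate through the metallothionein promoter; potency is read from the fitted curve at half-maximal effect; % is scaled to controls: 0 for no effect and ±100 for the full control effect; nearly all actives have a fitted effect of over 50% in size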
BRCA1 expr act: increases BRCA1 expression | Potency, µM (titrated, usually from 46.1 µM), for inactives: at the top dose activation, most hits filed as activators | AID 624202 | MCF7-BRCA1-FFLuc reporter, luminescence, 48 h; response scale: scaled: vehicle 0%, 10 µM genistein 100% | actives 1.1% (n = 380,000); also: potency is read from the fitted curve at half-maximal effect; nearly all actives have a fitted effect of over 80% in size; some results filed as inactive show a strong effect at the top dose
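48 h compound treatment of MCF7-BRCA1-FFLuc cells (phenol-red free MEM, 37 °C), then 15 min with luciferase substrate and luminescence imaging.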
Giardia killer: kills Giardia lamblia | Giardia lamblia trophozoite viability | activity change, % at 7.66 µM, hits read low | actives 0.15% (n = 340,000); in the data active = activity change below about -80%; inconclusive = between about -30% and that limit;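 also: parasites exposed to compound for two days anaerobically before the ATP read; % is scaled to controls: 0 for no effect and ±100 for the full control effect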
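Killing of trophozoites was scored by loss of ATP luminescence after a 48 hrs anaerobic exposure to compounds at 37 deg C, using 100 cells per well.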
* hit, by the source's call; ? = inconclusive; nt = not tested or not shown; [ ] = another dose, or the depositor's remark. Unless noted, calls follow the shape of the dose curve; as a rule, active = well fitted curve in the direction sought with a large enough effect; inconclusive = small, poorly fitted or top-dose-only effect, or another doubt; inactive = no such curve, though single readings can be large; an effect the other way counts as inactive or inconclusive. The list is partial; count on the stated rates, not on these rows.

SMILES | Rab9 prom act | Giardia killer | PKM2 activator | Gal4-VP16 FLuc | p53 reactivator | BRCA1 expr act | RORg inh | NPC1 prom act | ELG1 genotox | Menin-MLL TR inh | FLuc counter
CCOC(=O)c1c(-c2ccccc2)c2cc(OC)ccc2n1CCCN(C)C | -6% | -12 | 0% | -4% | 3% | -15% | -8% | -1% | 4% | -9% | -5%
CCOc1ccc(C(=O)N2CCC3(CC2)NCCc2[nH]cnc23)cc1 | -10% | -4 | nt | -1% | 2% | 34% | ? | -2% | -1% | nt | 0%
C/C(=N\NC(=O)c1cc(Br)ccc1O)c1cccs1 | 3.5µM* | -27 | -28% | ? | 3% | 41% | 10µM* | 2µM* | ? | ? | 11µM*
O=C(c1ccc(NS(=O)(=O)c2cccs2)cc1)N1CCCCC1 | 0% | 8 | 0% | -1% | -1% | -34% | ? | -3% | -2% | -1% | 1%
O=C(COC(=O)c1nsc(Cl)c1Cl)NC1CCCCC1 | -2% | -19 | nt | -2% | -3% | 3% | -6% | -2% | 1% | 0% | -12%
O=C(COC(=O)/C=C/c1ccc(Cl)cc1)Nc1ccccc1-c1ccccc1 | -5% | -11 | 2% | -8% | -1% | 8% | 9% | -2% | 1% | -15% | 2%
Cc1ccc(NS(=O)(=O)c2ccc3c(c2)CC(=O)N3)cc1F | -5% | 2 | nt | nt | -9% | -9% | nt | -2% | 3% | nt | -2%
CCCCCc1nc2sc3c(c2c(=O)n1NC(=O)c1ccc([N+](=O)[O-])cc1)CC(C)(C)OC3 | -6% | -7 | -3% | -87% | 11% | -107%[inhibitor] | 22µM* | -2% | -12% | ? | 0%
O=C1CCCC(O)=C1N=Nc1ccc(C(=O)O)cc1 | 2% | 0 | 9% | -2% | 3% | 6% | -24% | 0% | -4% | nt | -2%
CCCCS(=O)(=O)N1CCC(C(=O)Oc2ccc(Cl)cc2)CC1 | -1% | -24 | -3% | -3% | -1% | 4% | -8% | -3% | 4% | 3% | 0%
Cc1ccc(CN(CC(=O)NC2CCCCC2)C(=O)c2csnn2)cc1 | 1% | -15 | -1% | -5% | 1% | 0% | -3% | 1% | 3% | 17% | -1%
Cc1c(C(=O)OCC(=O)N2CC(=O)Nc3ccccc32)oc2ccc(Br)cc12 | 1% | -12 | -7% | 0% | -3% | -4% | -14% | 2% | 9% | nt | 2%
OC[C@@H](O)[C@@H](O)[C@H](O)[C@H](O)CO | 2% | 13 | nt | -1% | -1% | -31% | 10%[10 µM] | 0% | 6% | -7% | -1%
CCCC(C)NC(=O)c1ccc2[nH]c3c(c2c1)CC(C)CC3 (configuration not stated) | 28% | 2 | -15% | -14% | -3% | 16% | 14% | 7% | -3% | 14% | ?
O=C(NN1CCCCC1)c1cnn2c(C(F)F)cc(-c3ccccc3)nc12 | -6% | 9 | -1% | 12% | 6% | -7% | 27% | -4% | 5% | -10% | -1%
CCc1ccc(S(=O)(=O)c2n[nH]n3c2nc(=O)c2ccccc23)cc1 | 1% | -13 | 9% | -2% | -8% | -2% | 36% | -3% | 0% | ? | 1%
COc1ccc(NC(=O)CCN2CC(C)OC(C)C2)c(OC)c1 (configuration not stated) | 2% | -7 | -1% | 27% | -13% | -3% | 1% | 9% | 2% | -29% | 2%
C=CCn1c(SCC(=O)N2CCOCC2)nc2sc(C)c(C)c2c1=O | -1% | -18 | 0% | -5% | -6% | -10% | 10% | -2% | -2% | -6% | -2%
CCOC(=O)c1[nH]c(C)c(C(=O)OC)c1C | -1% | -19 | 0% | 23% | 8% | 31% | 17% | 10% | 15% | nt | ?
CSc1ccccc1NC(=S)Nc1cccc(C(F)(F)F)c1 | -6% | -12 | -9% | ? | -6% | -56% | -109% | 1% | -5% | nt | 0%

Some of these compounds in order of formula weight, smallest number first:
SMILES | Rab9 prom act | Giardia killer | PKM2 activator | Gal4-VP16 FLuc | p53 reactivator | BRCA1 expr act | RORg inh | NPC1 prom act | ELG1 genotox | Menin-MLL TR inh | FLuc counter
O=C(c1ccc(NS(=O)(=O)c2cccs2)cc1)N1CCCCC1 | 0% | 8 | 0% | -1% | -1% | -34% | ? | -3% | -2% | -1% | 1%
CCc1ccc(S(=O)(=O)c2n[nH]n3c2nc(=O)c2ccccc23)cc1 | 1% | -13 | 9% | -2% | -8% | -2% | 36% | -3% | 0% | ? | 1%
CCCCS(=O)(=O)N1CCC(C(=O)Oc2ccc(Cl)cc2)CC1 | -1% | -24 | -3% | -3% | -1% | 4% | -8% | -3% | 4% | 3% | 0%
O=C(NN1CCCCC1)c1cnn2c(C(F)F)cc(-c3ccccc3)nc12 | -6% | 9 | -1% | 12% | 6% | -7% | 27% | -4% | 5% | -10% | -1%
CCOC(=O)c1c(-c2ccccc2)c2cc(OC)ccc2n1CCCN(C)C | -6% | -12 | 0% | -4% | 3% | -15% | -8% | -1% | 4% | -9% | -5%
O=C(COC(=O)/C=C/c1ccc(Cl)cc1)Nc1ccccc1-c1ccccc1 | -5% | -11 | 2% | -8% | -1% | 8% | 9% | -2% | 1% | -15% | 2%

Continued:
SMILES | Rab9 prom act | Giardia killer | PKM2 activator | Gal4-VP16 FLuc | p53 reactivator | BRCA1 expr act | RORg inh | NPC1 prom act | ELG1 genotox | Menin-MLL TR inh | FLuc counter
CC(=O)N(/N=C1\Sc2ccccc2C1=O)c1ccccc1C | 3.2µM* | 16 | -2% | ? | 25% | -28% | ? | ? | ? | -16% | 11µM*
Cc1cc(=O)[nH]c(SCC(=O)Nc2ccc(Cl)cn2)n1 | 2% | ? | 0% | 2% | 3% | -48% | 29% | -3% | -1% | 0% | -1%
CSc1cccc(NC(=O)c2cccc3cccnc23)c1 | 26% | 17 | 3% | -5% | ? | 38% | 18% | ? | ? | 62%[activator] | 6.7µM*
CC(C)(C)c1ccc(C(=O)NCCC(=O)NC2=NCCS2)cc1 | 12% | 3 | nt | nt | 15% | 13% | nt | -1% | -1% | nt | ?
COc1ccc(CC(=O)OCC(=O)c2ccc(OC)c(OC)c2)cc1 | 0% | -11 | nt | nt | 4% | 11% | nt | 0% | 1% | nt | nt
Cc1ccc(C)c(NC(=O)NNC(=O)c2cc3occc3[nH]2)c1 | 2% | -7 | nt | 4% | -3% | -2% | -28% | 0% | 1%[9.26 µM] | 9% | -2%
O=C(O)c1cnn(-c2nc(-c3ccc(F)cc3)cs2)c1C(F)(F)F | ? | 0 | 5% | -1% | -1% | 56% | 5% | 28% | 14% | 18% | 21µM*
NC1=NC(c2cn[nH]c2-c2cccc(F)c2)n2c(nc3ccccc32)N1 (configuration not stated) | -1% | 7 | -45% | -2% | 5% | -10% | -2% | -6% | 0% | -5% | -6%
COc1cc(OC)cc(OC(=O)c2cccc(S(=O)(=O)N3CCN(C)CC3)c2)c1 | -5% | ? | nt | nt | 7% | 5% | nt | 1% | 1% | nt | -2%
O=C(NC1CCSc2ccccc21)c1c(F)cccc1Cl (configuration not stated) | 1% | 11 | -3% | -12% | -10% | -2% | 14% | -4% | -4% | nt | 0%
CCOC(=O)c1ccccc1NS(=O)(=O)c1ccc(S(=O)(=O)N2CCCC2)cc1 | -2% | 18 | -3% | 13% | 0% | -2% | -10% | -2% | -3% | -5% | 3%
CCOc1ccc(NC(=O)C(C)NS(=O)(=O)c2ccc(NC(C)=O)cc2)cc1 (configuration not stated) | 0% | 17 | 0% | 5% | -4% | 0% | -14% | -5% | 1% | 16% | 5%
COc1ccc([C@@H]2CC=C(C(=O)O)[C@H](c3ccc(Cl)cc3)N2S(=O)(=O)c2ccccc2C)cc1 | -1% | -3 | nt | nt | -1% | 0% | nt | -5% | 0% | nt | 0%
Cc1cc(C(=O)COC(=O)c2ccc[nH]c2=O)c(C)n1-c1ccc(Br)cc1 | ? | -11 | 2% | 0.4µM* | 7% | ? | -27% | 22% | 11% | -10% | ?
Cc1ccc(SCC(=O)OC(C)C(=O)NC2CCCCC2C)c(C)c1 (configuration not stated) | 0% | -5 | nt | nt | 3% | 1% | nt | 5% | -4% | nt | -1%
COc1ccccc1CCNC(=O)c1cc(-c2ccncc2)nc2ccc(Br)cc12 | -10% | 2 | 12% | -16% | -3% | -31% | 1% | -4% | -9% | 2% | 2%
N#Cc1nc(-c2ccco2)oc1N1CCCC1 | -2% | 4 | -6% | 9% | -9% | -53% | 9% | 1% | 5% | -3% | -2%
